Source: PubChem
T cruzi growth = T. cruzi intracellular proliferation inhibitors, primary screen, cell-based, beta-gal Tulahuen parasites, NIH3T3 host, luminescence; AID 624255, 2012; actives 5.9% (n = 77,000); inhibition, % at 8.34 µM; T. cruzi beta-gal in NIH3T3, GalScreen luminescence, 90 h;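 active means mean inhibition above about 93%, with at least 55% of replicates each passing it, limit read from the data, passing the limit was not always enough; inconclusive means only one of those two conditions holds; inactive means neither condition holds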
GASC1 inh = inhibitors of GASC-1 (KDM4C) histone demethylase, primary screen, biochemical, single concentration HTS | Lysine-specific demethylase 4C (Homo sapiens), Q9H3R0 | GST-KDM4C 2-372, H3K9me3 peptide, LANCE TR-FRET | inhibition, % at 12.5 µM | actives 0.15% (n = 96,000) | AID 720574, 2013;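 active means mean replicate inhibition above about 25%, with at least 55% of replicates also reaching it, limit read from the data, passing the limit was not always enough; inconclusive means only one of those two conditions met; inactive means neither condition met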
Target sequence (Q9H3R0 2-372 limits assumed): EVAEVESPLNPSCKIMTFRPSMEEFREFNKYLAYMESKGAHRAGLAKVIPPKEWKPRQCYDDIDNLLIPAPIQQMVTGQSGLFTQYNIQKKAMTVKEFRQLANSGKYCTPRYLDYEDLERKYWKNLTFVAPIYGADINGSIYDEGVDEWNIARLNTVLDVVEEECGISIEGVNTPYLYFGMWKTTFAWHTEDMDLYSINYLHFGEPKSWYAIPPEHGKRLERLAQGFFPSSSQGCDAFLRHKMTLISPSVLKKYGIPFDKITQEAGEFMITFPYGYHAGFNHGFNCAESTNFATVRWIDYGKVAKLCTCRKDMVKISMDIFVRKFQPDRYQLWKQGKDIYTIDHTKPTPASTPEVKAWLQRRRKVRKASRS
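Test system: N-terminal GST-fused human GASC-1 (KDM4C) fragment, residues 2-372; quantity: GASC-1 enzyme at 10 nM final in reaction; dosing: single dose; schedule: 30 min demethylation and 1 h detection at room temperature; signal: LANCE TR-FRET, excitation 340 nm, emissions 618 and 671 nm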
C diff HTS = C. difficile growth inhibitors, primary screen, HTS; Clostridium difficile clinical isolate growth, OD600, 24 h; active compounds read low; growth activity, negative = inhibition, % at 16 µg/mL (by protocol); actives 0.25% (n = 86,000);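 active means mean growth activity at or below -80% and every replicate also at or below -80%; inconclusive means mean at or below -80% but some replicate above -80%; inactive means mean growth activity above -80%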;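 further: 0% = DMSO wells and -100% = levofloxacin 16 µg/mL wells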
Pf Dd2 inh = P. falciparum Dd2 growth inhibitors, primary screen, SYBR Green fluorescence, single dose replicates. 72 h; active compounds read low. activity change, % at 10 µM. actives 2.3% (n = 94,000). AID 1159554, 2015; in the data active means activity change below about -80%; inconclusive means no clear call, values can overlap the other calls
The depositor's hits bear a star; u = inconclusive; x = not tested or not shown.

1	C[C@H]1CN([C@@H](C)CO)C(=O)c2cc(NS(=O)(=O)c3ccc(F)cc3)ccc2O[C@H]1CN(C)Cc1ccc(-c2ccccc2)cc1
2	O=C(NCC[C@@H]1CC[C@@H](NS(=O)(=O)c2cccc(F)c2)[C@H](CO)O1)C1CC1
3	O=C(NCc1cccc(F)c1)[C@H]1[C@H](CO)[C@H]2Cn3c(ccc(-c4cccnc4)c3=O)[C@@H]1N2CC1CC1
4	C[C@@H]1CN([C@H](C)CO)C(=O)Cc2cc(NC(=O)Nc3ccccc3)ccc2O[C@H]1CN(C)CC1CC1
5	O=C(C[C@H]1CC[C@@H]2NC[C@@H](O)COC[C@H]2O1)Nc1ccccc1
6	C[C@H](CO)N1C[C@H](C)[C@@H](CN(C)Cc2ccccc2)Oc2ccc(NC(=O)CCC(F)(F)F)cc2C1=O

entry no.,1,2,3,4,5,6
T cruzi growth,87.6,-53.5,21.0,-38.2,-10.4,12.5
GASC1 inh,-5.4,-0.3,-0.3,-0.3,0.4,-0.3
C diff HTS,12.3,x,2.2,-5.5,x,-0.4
Pf Dd2 inh,-1.1,16.8,x,-15.7,0.3,17.8

7	C[C@@H]1CN([C@@H](C)CO)C(=O)c2cc(C#CC3CC3)cnc2O[C@@H]1CN(C)C(=O)c1ccc(F)cc1
8	C[C@H]1CN([C@@H](C)CO)S(=O)(=O)c2ccc(-c3cccnc3)cc2O[C@@H]1CN(C)C(=O)c1cccc(F)c1
9	Cc1ccccc1-c1ccc([C@H]2[C@H]3CN(C(=O)c4ccc(F)cc4)CC(=O)N3[C@H]2CO)cc1
10	C[C@H]1CN([C@@H](C)CO)C(=O)c2cc(NS(=O)(=O)c3ccccc3)ccc2O[C@H]1CN(C)C
11	O=C([C@H]1[C@H](CO)[C@H]2Cn3c(cccc3=O)[C@H]2N1C(=O)C1CCCCC1)N1CCOCC1
12	C[C@@H]1CN([C@H](C)CO)C(=O)c2cc(NS(=O)(=O)c3ccccc3)ccc2O[C@@H]1CN(C)C(=O)Nc1ccc(C(F)(F)F)cc1

entry no.,7,8,9,10,11,12
T cruzi growth,56.4,45.2,x,25.9,7.1,15.9
GASC1 inh,-1.1,10.4,-0.2,2.6,3.7,0.9
C diff HTS,7.2,6.6,-5.1,-1.1,-2.5,x
Pf Dd2 inh,-6.2,-23.6,-37.6,10.1,x,15.6

13	COCC(=O)N1CC2(C1)[C@@H](c1ccc(-c3ccccc3)cc1)[C@H](CO)N2C(=O)COC
14	O=C(C[C@@H]1CC[C@@H]2[C@H](COC[C@H](O)CN2Cc2ccc(Cl)cc2)O1)Nc1nccs1
15	C[C@H](CO)N1C[C@H](C)[C@H](CN(C)Cc2ccc(C(=O)Nc3ccccc3N)cc2)Oc2c(NC(=O)C3CCOCC3)cccc2C1=O
16	COCC(=O)Nc1ccc2c(c1)C(=O)N(C)C[C@H](OC)[C@H](C)CN(C(=O)c1ccccc1)[C@H](C)CO2
17	C[C@@H]1CN([C@@H](C)CO)S(=O)(=O)c2ccc(-c3cncnc3)cc2O[C@H]1CN(C)CC1CC1
18	C[C@@H]1CN([C@@H](C)CO)C(=O)c2cc(NC(=O)Cc3ccccc3)ccc2O[C@@H](C)CCCCO[C@H]1CN(C)Cc1ccc(C(F)(F)F)cc1

entry no.,13,14,15,16,17,18
T cruzi growth,x,39.4,86.0,9.0,94.4,-15.3
GASC1 inh,0.3,-0.3,4.9,1.3,-0.1,-0.8
C diff HTS,-11.3,4.2,-2.0,x,x,x
Pf Dd2 inh,7.9,-3.3,-13.6,21.0,-29.3,-62.6

19	C[C@H](O)C#Cc1ccc2c(c1)O[C@@H](CN(C)C(=O)CC1CC1)[C@H](C)CN([C@@H](C)CO)S2(=O)=O
20	COCC#Cc1ccc([C@@H]2[C@@H](CO)N3C(=O)CN(C(=O)Nc4ccc(F)cc4)C[C@H]23)cc1
21	C[C@H](CO)N1C[C@H](C)[C@@H](CN(C)C(=O)Nc2ccc3c(c2)OCO3)Oc2cc(C#Cc3ccccc3)ccc2S1(=O)=O
22	C[C@H](O)C#Cc1ccc2c(c1)O[C@H](CN(C)Cc1ccccn1)[C@@H](C)CN([C@H](C)CO)S2(=O)=O
23	C[C@H]1CN([C@@H](C)CO)C(=O)c2cc(/C=C/c3ccccc3)cnc2O[C@@H]1CN(C)C(=O)CN(C)C
24	C[C@H]1CN([C@@H](C)CO)S(=O)(=O)c2ccc(C#CC(C)(C)O)cc2O[C@H]1CN(C)CC1CC1

entry no.,19,20,21,22,23,24
T cruzi growth,-23.1,x,131.2*,11.3,x,-30.1
GASC1 inh,x,0.7,-2.5,0.7,-0.6,-1.0
C diff HTS,-2.6,-4.5,7.1,5.0,-3.1,2.7
Pf Dd2 inh,x,9.3,-71.2,-30.5,8.4,-4.8

Gathered by group: the entries above with fluorine.
1	C[C@H]1CN([C@@H](C)CO)C(=O)c2cc(NS(=O)(=O)c3ccc(F)cc3)ccc2O[C@H]1CN(C)Cc1ccc(-c2ccccc2)cc1
2	O=C(NCC[C@@H]1CC[C@@H](NS(=O)(=O)c2cccc(F)c2)[C@H](CO)O1)C1CC1
3	O=C(NCc1cccc(F)c1)[C@H]1[C@H](CO)[C@H]2Cn3c(ccc(-c4cccnc4)c3=O)[C@@H]1N2CC1CC1
6	C[C@H](CO)N1C[C@H](C)[C@@H](CN(C)Cc2ccccc2)Oc2ccc(NC(=O)CCC(F)(F)F)cc2C1=O
7	C[C@@H]1CN([C@@H](C)CO)C(=O)c2cc(C#CC3CC3)cnc2O[C@@H]1CN(C)C(=O)c1ccc(F)cc1
8	C[C@H]1CN([C@@H](C)CO)S(=O)(=O)c2ccc(-c3cccnc3)cc2O[C@@H]1CN(C)C(=O)c1cccc(F)c1
9	Cc1ccccc1-c1ccc([C@H]2[C@H]3CN(C(=O)c4ccc(F)cc4)CC(=O)N3[C@H]2CO)cc1
12	C[C@@H]1CN([C@H](C)CO)C(=O)c2cc(NS(=O)(=O)c3ccccc3)ccc2O[C@@H]1CN(C)C(=O)Nc1ccc(C(F)(F)F)cc1

entry no.,1,2,3,6,7,8,9,12
T cruzi growth,87.6,-53.5,21.0,12.5,56.4,45.2,x,15.9
GASC1 inh,-5.4,-0.3,-0.3,-0.3,-1.1,10.4,-0.2,0.9
C diff HTS,12.3,x,2.2,-0.4,7.2,6.6,-5.1,x
Pf Dd2 inh,-1.1,16.8,x,17.8,-6.2,-23.6,-37.6,15.6

18	C[C@@H]1CN([C@@H](C)CO)C(=O)c2cc(NC(=O)Cc3ccccc3)ccc2O[C@@H](C)CCCCO[C@H]1CN(C)Cc1ccc(C(F)(F)F)cc1
20	COCC#Cc1ccc([C@@H]2[C@@H](CO)N3C(=O)CN(C(=O)Nc4ccc(F)cc4)C[C@H]23)cc1

entry no.,18,20
T cruzi growth,-15.3,x
GASC1 inh,-0.8,0.7
C diff HTS,x,-4.5
Pf Dd2 inh,-62.6,9.3

(cont.)
25	COCC(=O)N1[C@@H]2CNc3ccccc3[C@@H]2[C@@H]1CO
26	COCC(=O)Nc1ccc2c(c1)OC[C@@H](C)N(Cc1cncnc1)C[C@H](C)[C@H](OC)CN(C)C2=O
27	COc1ccc(NC(=O)N[C@@H]2CC[C@H](CCNC(=O)CCN3CCCCC3)O[C@@H]2CO)cc1
28	CN1c2ccc(C3=CCCCC3)cc2[C@H]2[C@H](CCN2C(=O)C2CCCC2)[C@@H]1CO
29	C[C@H](CO)N1C[C@H](C)[C@H](CN(C)C(=O)Cc2ccccc2)Oc2cc(C#Cc3ccccc3F)ccc2S1(=O)=O
30	Cc1cccc(S(=O)(=O)N2C[C@H]3[C@@H](c4ccccc42)[C@H](CO)N3C(=O)CC2CC2)c1

entry no.,25,26,27,28,29,30
T cruzi growth,32.6,x,-27.5,3.6,126.6*,12.5
GASC1 inh,-0.7,x,x,0.2,2.1,-0.2
C diff HTS,-5.5,-2.1,x,0.8,-5.6,-6.5
Pf Dd2 inh,-12.5,37.0,5.6,1.5,-25.1,-15.7

31	COc1ccccc1CN1[C@@H](CO)[C@@H]2c3ccccc3N(C(=O)c3ccc(F)cc3)C[C@@H]21
32	C[C@@H]1CCCCO[C@H](CN(C)CC2CCCCC2)[C@H](C)CN([C@H](C)CO)C(=O)c2cc(NC(=O)CCC(F)(F)F)ccc2O1
33	CCC(=O)N1[C@H](CO)[C@@H](c2ccc(-c3cccc(F)c3)cc2)[C@H]1CNC(C)=O
34	COc1ccc(NC(=O)Nc2ccc3c(c2)C(=O)N([C@H](C)CO)C[C@@H](C)[C@H](CN(C)S(=O)(=O)c2ccc(OC)cc2)OCCCC[C@H](C)O3)cc1
35	C/C=C/c1ccc([C@H]2[C@@H](CO)N(C(=O)CC3CC3)[C@H]2CNC(C)C)cc1
36	CCC(=O)N1[C@@H](CO)[C@@H]2c3ccccc3N(C(=O)Nc3ccccc3Cl)C[C@@H]21

entry no.,31,32,33,34,35,36
T cruzi growth,34.7,18.4,-9.1,-14.2,x,4.4
GASC1 inh,-1.2,2.8,0.8,-0.3,-0.7,-2.3
C diff HTS,39.7,9.8,-6.2,-0.4,-0.7,-3.3
Pf Dd2 inh,-8.1,-23.3,-10.1,8.6,-16.6,1.8

37	O=C(C[C@@H]1C[C@H]2c3cc(NC(=O)NC4CCCC4)ccc3O[C@H]2[C@@H](CO)O1)NCc1ccc2c(c1)OCO2
38	COc1ccc(S(=O)(=O)Nc2ccc3c(c2)C(=O)N([C@@H](C)CO)C[C@@H](C)[C@@H](CN(C)S(=O)(=O)c2ccc(OC)cc2)O3)cc1
39	CC(C)NC(=O)Nc1ccc2c(c1)C(=O)N([C@H](C)CO)C[C@H](C)[C@@H](CN(C)C(=O)Cc1ccccc1)OCCCC[C@@H](C)O2
40	CN(C)C(=O)c1cccc(-c2ccc([C@H]3[C@@H](CO)N4CCCCN(C(=O)C5CCC5)C[C@H]34)cc2)c1
41	CCC(=O)N1CC[C@@H]2[C@H](CO)Nc3ccc(-c4cccc(C#N)c4)cc3[C@@H]21
42	C[C@H]1CN([C@@H](C)CO)C(=O)c2cccc(N(C)C)c2O[C@H]1CN(C)C(=O)Nc1ccccc1

entry no.,37,38,39,40,41,42
T cruzi growth,x,15.1,11.5,u,56.9,-15.2
GASC1 inh,0.6,-0.3,1.2,-0.8,-0.8,2.4
C diff HTS,-28.6,3.4,-1.3,-11.5,3.2,1.1
Pf Dd2 inh,-4.7,1.9,5.5,0.9,15.0,16.2

43	Cc1noc(C)c1NC(=O)Nc1ccc2c(c1)C(=O)N([C@H](C)CO)C[C@@H](C)[C@H](CN(C)C(=O)Nc1cccc3ccccc13)OCCCC[C@H](C)O2
44	CN(C)C(=O)[C@@H]1[C@@H](CO)[C@@H]2Cn3c(cccc3=O)[C@H]1N2CC1CCCC1
45	Cc1ccccc1S(=O)(=O)N1[C@@H](C#N)[C@@H](c2ccc(C#CC3CCCCC3)cc2)[C@@H]1CO
46	C[C@H]1CN([C@@H](C)CO)S(=O)(=O)c2ccc(C#Cc3ccccc3)cc2O[C@H]1CN(C)C(=O)Nc1ccc2c(c1)OCO2
47	CC(C)NC(=O)Nc1ccc2c(c1)C(=O)N([C@H](C)CO)C[C@@H](C)[C@H](CN(C)C(=O)CCCN(C)C)OCCCC[C@@H](C)O2
48	Cc1cc(C(=O)Nc2ccc3c(c2)C(=O)N(C)[C@H]2CC[C@H](CC(=O)NCc4ccc(-c5ccccc5)cc4)O[C@@H]2CO3)no1
49	Cc1noc(C)c1S(=O)(=O)N(C)C[C@@H]1OCCCC[C@H](C)Oc2ccc(N(C)C)cc2C(=O)N([C@H](C)CO)C[C@@H]1C
50	CCCN(C)C[C@H]1Oc2cc(C#Cc3ccccc3)ccc2S(=O)(=O)N([C@H](C)CO)C[C@@H]1C

entry no.,43,44,45,46,47,48,49,50
T cruzi growth,x,x,85.7,131.8*,-5.7,72.3,59.4,44.5
GASC1 inh,-1.7,-0.6,-0.5,-1.7,2.8,-2.1,x,1.5
C diff HTS,-14.9,-7.8,5.8,0.7,-5.6,-1.9,-0.7,12.3
Pf Dd2 inh,-34.6,1.6,-48.6,-77.9,-18.9,x,-17.1,-41.8
